All columns: NCI-60 one-dose screen, growth in % after 48 h at 10 µM unless noted; 100 = growth as untreated, 0 = no growth, -100 = all killed.
OVCAR-8: OVCAR-8 ovarian cancer; AID 1794782; 81,000 tested, 4.4% active
NCI-H460: NCI-H460 lung cancer; 82,000 tested, 6.8% active; AID 1794736
NCI-H322M: NCI-H322M lung cancer. 80,000 tested, 2.7% active. AID 1794733
OVCAR-3: OVCAR-3 ovarian cancer. 79,000 tested, 7% active
NCI-H226: NCI-H226 lung cancer; 79,000 tested, 3.5% active
OVCAR-5: OVCAR-5 ovarian cancer; 82,000 tested, 2.9% active; AID 1794783
NCI/ADR-RES: NCI/ADR-RES ovarian cells | 81,000 tested, 4.4% active
NCI-H23: NCI-H23 lung cancer; 80,000 tested, 4% active; AID 1794731
NCI-H522: NCI-H522 lung cancer; AID 1794739; 78,000 tested, 8% active
* hit, by the source's call; x = not tested or not shown; & = joins results of further samples; [ ] = dose if it differs, or a comment. The calls were made as follows: active = growth percent below 10; inactive = the rest. An unsorted share of the library; overall some 11% were active at least once.

SMILES	OVCAR-8	NCI-H460	NCI-H322M	OVCAR-3	NCI-H226	OVCAR-5	NCI/ADR-RES	NCI-H23	NCI-H522
CCCCNC(=O)Oc1ccc(/C(=C(\C)c2ccc(OC)cc2)c2ccc(OCCN3CCCCC3)cc2)cc1	x	35	88	74	96	75	68	68	74
OC(c1ccc(Cl)cc1)c1cccnc1 (centres undefined)	108	111	93	106	110	112	105	100	82
Cc1cc(C)c2c(Cn3cc(Cn4cnc5c4c(=O)n(C)c(=O)n5C)nn3)cc(=O)oc2c1	103	106	96	106	x	103	106	98	101
Cc1ccc(CN(CC(=O)O)N=O)cc1	102	109	99	x	99	116	103	94	99
O=c1cc(-c2ccccc2)oc2ccc(O)cc12	98	100	112	112	99	114	98	107	83
COc1cc2nc(-c3cnc(N(C)C)nc3)nc(NC3CCN(Cc4ccccc4)CC3)c2cc1OC	-43*	-71*	-86*	-85*	x	-95*	-54*	-34*	-64*
S=C(NCc1ccccc1)N/N=C/C=C/c1ccccc1	97	105	107	110	107	96	101	103	72
O=C(NCCNc1nccc(-c2c(-c3cccc(O)c3)nc3sccn23)n1)c1cc(N2CCOCC2)cc(C(F)(F)F)c1	78	96	107	107	106	101	103	106	79
Nc1c(C(=O)Nc2ccccc2C(F)(F)F)sc2nc3c(cc12)CCCCCC3	66	82	82	81	67	77	75	89	66
O=C(O)c1cccnc1C(=O)O	95&99	105&107	104&107	105&109	97&97	87&118	100&112	94&108	60&112
O=C1CC=C2C3CC4N(CCC45c4ccccc4N1C25)C/C3=C\CBr (centres undefined)	99	110	102	114	98	105	117	112	x
c1ccc(N2CCN(c3nc(-c4cccnc4)nc4sc5c(c34)CCCCCC5)CC2)cc1	96	101	119	103	90	98	98	100	102
CC/C(=C(\c1ccc(O)cc1)c1ccc(OCCN(C)C(=O)COCCOCCNC(=O)c2cccc3c2CN(C2CCC(=O)NC2=O)C3=O)cc1)c1ccccc1 (centres undefined)	104	103	112	96	93	101	103	104	91
Cc1ccccc1Nc1cc(Cl)nc(N)n1	108	97	92	106	103	104	98	94	91
O=C(Cc1c(-c2ccccc2[N+](=O)[O-])n(-c2ncnc3c2c(-c2ccccc2)cn3-c2ccc(Cl)c(Cl)c2)[nH]c1=O)c1ccc(Cl)c(Cl)c1	88	97	88	120	68	98	89	83	74
OCc1cccc(O)c1	102	108	110	113	100	99	100	105	98
CCOC(=O)c1c(C)nc(Nc2nc3ccccc3s2)nc1-c1ccc(Cl)cc1Cl	97	103	105	102	100	102	103	101	92
Cn1cnc2c(N3CCN(C(=O)OCc4ccc5cccc(O)c5n4)CC3)nc(Cl)nc21	93	95	101	90	98	97	77	78	79
c1ccc(C(=C(c2ccc(OCCN3CCCCC3)cc2)c2ccc(OCCN3CCCCC3)cc2)C2CCCC2)cc1	-49*	-55*	40	-93*	-15*	-22*	101	-81*	-42*
Cc1ccc2oc(=O)cc(CSc3nc4ccc([N+](=O)[O-])cc4[nH]3)c2c1	105	100	105	101	97	105	104	99	87
O=C(NCCN1CCOCC1)n1cc(-c2ccncc2)c(-c2ccc(O)c(Cl)c2)n1	107	115	141	114	106	116	113	112	x
Nc1nc2c(C(=O)Nc3ccc(Cl)cc3)c(Nc3ccccc3)nn2cc1-c1nc2ccccc2s1	102	107	105	110	99	111	108	108	93
COC(=O)/C=C1\S/C(=N\Nc2ccc([N+](=O)[O-])cc2[N+](=O)[O-])N(Cc2ccccc2)C1=O	101	108	98	104	108	104	104	97	95
N#Cc1c(NCc2ccccc2)n[nH]c1Nc1ccccc1	61	44	65	67	50	84	60	58	82
C[C@@H]1C=C(I)[C@@]2(CCCO)c3c(oc4ccccc34)-c3ccccc3[C@@H]12	95	94	97	x	106	102	97	99	87
C/C=C(\C)C(C(=O)NC1CCCCC1)N(C(=O)C1CCc2cc(F)ccc2O1)c1ccc(Cl)cc1 (centres undefined)	98	104	110	111	94	103	97	103	92
O=C(CBr)OCCCc1ccccc1	106	105	101	98	100	105	107	108	x
NC(=O)c1c(Nc2ccccc2)n[nH]c1N	111	117	107	132	104	95	105	101	103
O=C(O)c1ccc(S(=O)(=O)c2ccccc2)cc1	99	107	114	111	106	95	104	96	92
Nc1nc(SCc2cccnc2)c2ncn(C3OC(CO)C(O)C3O)c2n1 (centres undefined)	97	97	108	100	95	90	102	98	102

Quoted at random: 3 compounds from above.
SMILES	OVCAR-8	NCI-H460	NCI-H322M	OVCAR-3	NCI-H226	OVCAR-5	NCI/ADR-RES	NCI-H23	NCI-H522
O=C(NCCN1CCOCC1)n1cc(-c2ccncc2)c(-c2ccc(O)c(Cl)c2)n1	107	115	141	114	106	116	113	112	x
NC(=O)c1c(Nc2ccccc2)n[nH]c1N	111	117	107	132	104	95	105	101	103
O=C(CBr)OCCCc1ccccc1	106	105	101	98	100	105	107	108	x

Later entries:
SMILES	OVCAR-8	NCI-H460	NCI-H322M	OVCAR-3	NCI-H226	OVCAR-5	NCI/ADR-RES	NCI-H23	NCI-H522
CC1(C)OC2=C(CC1Br)C(=O)C(=O)c1ccccc12 (centres undefined)	-46*	3.6*	27	-97*	-6.3*	-81*	-45*	-64*	-68*
O=C1c2ccccc2N2C(=O)CN(S(=O)(=O)c3ccccc3)CC23C=CC1O3 (centres undefined)	108	111	96	105	111	112	103	99	88
CCOC(=O)c1sc(Nc2nc(O)c(C3=c4cc(F)ccc4=NC3=O)s2)nc1C	111	108	97	109	102	104	100	98	90
CNS(=O)(=O)c1n[nH]nc1-c1cc(C(C)(C)C)c(O)c(C(C)(C)C)c1	100	109	102	112	104	111	105	105	80
NC1=NC(c2c(O)cccc2Br)n2c(nc3ccccc32)N1 (centres undefined)	100	106	113	97	82	91	102	99	77
C=C1C(=O)O[C@H]2[C@H]1CC/C(Cn1cc(Cc3c[nH]c4ccccc34)nn1)=C\CC[C@@]1(C)O[C@@H]21	0.8*	80	85	-28*	80	76	86	37	-79*
CCN(CC)CCn1c(=O)c2cc(OC)c(OC)cc2c2ccc3cc4c(cc3c21)OCO4	53	6.2*	41	62	1.8*	65	30	19	35
Cc1ccccc1NC(=O)/C=C\C(=O)O	106	113	110	113	109	102	103	107	93
COc1ccc(OC)c(/C=C2/C(=O)Cc3ccccc32)c1	102	93	92	95	80	82	94	101	87
CC(C)(C)c1ccc(SCC(=O)O)cc1	103	106	98	115	104	98	108	103	96
CC(C)OC(=O)Nc1cccc([N+](=O)[O-])c1	98	102	94	101	89	100	100	91	84
Cc1cc(Br)ccc1N=c1scc(-c2ccc(Cl)cc2)n1C	88	100	99	107	88	99	105	95	87
O=C(Nc1c(Cl)cccc1Cl)Oc1cccc2cccnc12	27	27	24	14	66	103	13	37	-4.3*[100 µM]
C(=N/NC1=NCCN1)/c1ccnc2ccccc12	98	107	96	98	103	112	99	100	x
CC(C)=CCc1c(O)c(C(=O)CC(C)COC(=O)/C=C/c2ccccc2)c(O)c2c(-c3ccccc3)cc(=O)oc12 (centres undefined)	96	85	94	80	76	83	78	81	72

Of the compounds above, these have a COOH group.
SMILES	OVCAR-8	NCI-H460	NCI-H322M	OVCAR-3	NCI-H226	OVCAR-5	NCI/ADR-RES	NCI-H23	NCI-H522
Cc1ccc(CN(CC(=O)O)N=O)cc1	102	109	99	x	99	116	103	94	99
O=C(O)c1cccnc1C(=O)O	95&99	105&107	104&107	105&109	97&97	87&118	100&112	94&108	60&112
O=C(O)c1ccc(S(=O)(=O)c2ccccc2)cc1	99	107	114	111	106	95	104	96	92
Cc1ccccc1NC(=O)/C=C\C(=O)O	106	113	110	113	109	102	103	107	93
CC(C)(C)c1ccc(SCC(=O)O)cc1	103	106	98	115	104	98	108	103	96

Next results
SMILES	OVCAR-8	NCI-H460	NCI-H322M	OVCAR-3	NCI-H226	OVCAR-5	NCI/ADR-RES	NCI-H23	NCI-H522
CCCCc1nc(Cl)c(C2CC(c3ccc(Cl)cc3)=NN2c2cc(Cl)cc(Cl)c2)[nH]1 (centres undefined)	69	30	71	66	92	94	79	69	32
CCOC(=O)C1=Cc2c(-c3cc(Cl)ccc3O)n[nH]c2C(C)(C)C1	95	89	101	x	92	105	93	84	79
CCOC(=O)c1cn2c3c(cccc3c1=O)C(=O)/C(=C/c1ccccc1)C2	90	120	99	106	102	105	102	96	83
Cc1cc(C)c2c(n1)sc1c(Nc3onc4ncccc34)ncnc12	93	101	101	109	93	90	95	97	85
CC1(C)CC[C@]2(CO)CC[C@]3(C)[C@@H](NCC[C@@H]4[C@@]5(C)CCCNC(C)(C)[C@@H]5CC[C@]43C)[C@@H]2C1	101	104	102	105	106	111	100	100	98
COc1ccc(Cc2nnc(SCC(=O)Nc3ccc(Cl)cc3)n2-c2ccccc2)cc1	101	104	91	100	96	116	89	91	78
CCOC(=O)c1sc2ccc(NCc3nc[nH]c3C)cc2c1NC(=O)c1cc(OC)c(OC)c(OC)c1	x	93	91	94	84	97	92	86	85
CCN(CC)Cc1cc(Cc2ccccc2)ccc1O	110	103	94	104	94	101	89	93	97
CC(C)NCCOC(=O)c1ccc([N+](=O)[O-])cc1	101	112	113	117	114	109	105	98	76
NCCCCC(N)C(=O)NNc1n[nH]c(=S)n1N (centres undefined)	101	108	106	107	101	103	105	107	87
C/C=C\C=C\C(=O)OCCC	96	113	100	105	105	100	107	105	103
CCOC(=O)/C=C1/SC(=Nc2ccc(C#N)cc2)N(Cc2ccco2)C1=O	54	39	95	18	70	37	41	71	x
CCCCCCCCCNCCCCCCCCC	74	103	113	86	70	64	68	40	-3.0*
C#Cc1cccc(NC(=O)c2ccc(N=C=S)cc2)c1	106[8.25 µM]	107[8.25 µM]	103[8.25 µM]	111[8.25 µM]	102[8.25 µM]	106[8.25 µM]	102[8.25 µM]	101[8.25 µM]	89[8.25 µM]
O=C(COc1ccc(/C=C2\Oc3ccccc3C2=O)cc1)c1ccc(Cl)cc1	105	115	126	97	92	97	110	107	96
COc1cccc(/C=N/NC(=O)c2ccncc2)c1	102	104	94	96	104	95	101	87	83
O=C1Nc2c3c(nn2N=Nc2ccccc21)CCCCC3	119	104	109	107	94	65	58	98	71
N#CC1=C(c2cccs2)Nc2c(c(-c3ccccc3)nn2-c2ccccc2)C12C(=O)Nc1ccc(Cl)cc12 (centres undefined)	28	6.2*	47	23	52	5.0*	33	24	3.4*
Cc1ccc(N=C=O)cc1N1C(=O)N(c2cc(N=C=O)ccc2C)C1=O	95	109	109	115	95	90	108	100	109
Cc1nc(N)[nH]c(=O)c1CCCNc1ccc(CCC2(CCl)OCCO2)cc1	98	99	103	114	98	89	100	102	109
COc1ccc2c(c1)c(C(=O)c1nc(-c3c[nH]c4ccc(F)cc34)no1)cn2C	97	101	98	100	82	105	101	98	97
N#Cc1c(-c2cccc([N+](=O)[O-])c2)cc(-c2ccc3ccccc3c2)[nH]c1=O	88	95	93	110	56	99	83	70	90
C[C@H](O)C[C@H]1CC1c1ccc2ccccc2c1 (some centres undefined)	104	104	104	103	102	101	109	96	89
Nc1cc(=O)n(Cc2ccccc2)c(=O)n1Cc1ccccc1	109	113	114	x	120	105	103	99	108
CC12CCCC(=O)N1c1ccccc1-c1nc(=O)c(-c3ccccc3)nn12 (centres undefined)	102	100	92	103	96	102	95	97	91
CCCCn1c(=S)[nH]c2c(=O)n(C)c(=O)n(C)c21	105	117	114	111	115	113	111	107	x
COc1ccc(NC(=O)CSC(N)=O)cc1NC(=O)CSC(N)=O	112	101	109	107	95	125	104	105	112
CC(C)NS(=O)(=O)c1cccc(-c2ccc3c4c(n(CCCN(C)C)c(=O)c3c2)-c2ccccc2C4=O)c1	76	29	104	110	93	117	103	99	87
COc1cc2nc(-c3ccc(Cl)cc3)cc(OCCN3CCC(O)CC3)c2cc1OC	92	85	87	97	81	81	81	99	88
CC(=O)N1N=C(c2cccc(Nc3ccncc3)c2)CC1c1ccccc1 (centres undefined)	89	95	93	92	95	90	92	93	92
CC(c1ccccc1)N1CSc2nc3ncncc3n2C1 (centres undefined)	x	51	41	33	49	40	27	24	38
COC(=O)C1(O)NC(=C(C#N)C#N)C(C#N)=C1C(=O)c1ccco1 (centres undefined)	104	104	94	100	106	99	99	93	101
Cc1nc(-c2ccccc2)ccc1-c1nnc(SCC(=O)c2ccccc2)o1	101	107	88	x	98	109	99	94	99
CCN(CC)CCN1CC(=O)Nc2cc(Cl)ccc21	108	104	104	109	95	102	94	101	93
CCN(CC)CCNC(=O)c1cn2ncnc(Oc3ccc(NC(=O)Nc4ccc(Cl)c(C(F)(F)F)c4)cc3)c2c1C	-42*	-74*	4.1*	-71*	6.0*	-63*	61	-84*	-63*
O=C(Cn1cc(C2CC2)nn1)Nc1nc(-c2ccc(F)cc2)cs1	98	106	104	112	107	109	99	97	80
O=C(/C=C/c1cccc(OCc2ccccc2)c1)c1nc2ccccc2[nH]1	58	63	92	38	1.5*	105	64	64	73
CCCCCNC(=O)c1ccc(NC(=O)CCl)s1	99	101	104	83	83	110	88	86	34
Cc1ccc(-c2cn(CC(=O)Nc3ccc4c(ccn4C)c3)nn2)cc1	100	107	101	108	101	112	111	105	80
COc1cccc(/C=C(\C#N)C(=O)O)c1	107	106	105	115	104	118	99	97	91
COc1cc(-c2nnc(-c3ccc(NC(=O)CCO)cc3)o2)cc(OC)c1OC	80	105	99	106	103	117	102	91	63

Three entries from above, with values under each structure:
Results follow in this order: OVCAR-8, NCI-H460, NCI-H322M, OVCAR-3, NCI-H226, OVCAR-5, NCI/ADR-RES, NCI-H23, NCI-H522
> O=C(O)c1ccc(S(=O)(=O)c2ccccc2)cc1
  99, 107, 114, 111, 106, 95, 104, 96, 92
> Nc1nc(SCc2cccnc2)c2ncn(C3OC(CO)C(O)C3O)c2n1 (centres undefined)
  97, 97, 108, 100, 95, 90, 102, 98, 102
> CC1(C)OC2=C(CC1Br)C(=O)C(=O)c1ccccc12 (centres undefined)
  -46*, 3.6*, 27, -97*, -6.3*, -81*, -45*, -64*, -68*

Assay outcomes deposited in PubChem by NCI.
